Assay outcomes: PubChem BioAssay, several laboratories
Efflux pump mplx = inhibitors of Candida efflux pumps in yeast, primary screen, S. cerevisiae, Nile Red, multiplex. inhibition, % at 10 µM. S. cerevisiae Candida pump triplex. AID 485275, 2010. 330,000 tested, 0.44% active;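 active = plate passing quality check with inhibition over a set limit, or well fluorescence over plate mean plus 4 SD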;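 also: Nile Red retained in pooled yeast measured as flow cytometry median fluorescence; 0% = buffer negative control and 100% = Enniatin B positive control; higher means more Nile Red kept so more efflux inhibition; some compounds called inactive have numbers as strong as hits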
PREPL inh = PREPL enzyme inhibitors, primary screen, biochemical, fluorescence polarization; recombinant PREPL, fluorescence polarization activity-based probe; inhibition, % at 5.96 µM; Prolyl endopeptidase-like (Homo sapiens), Q4J6C6; 320,000 tested, 0.68% active; in the data active = inhibition above about 43%;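 also: 0% = enzyme with DMSO and 100% = wells lacking enzyme; many of its hits are not listed in these tables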
Target sequence (Q4J6C6 whole entry, looked up): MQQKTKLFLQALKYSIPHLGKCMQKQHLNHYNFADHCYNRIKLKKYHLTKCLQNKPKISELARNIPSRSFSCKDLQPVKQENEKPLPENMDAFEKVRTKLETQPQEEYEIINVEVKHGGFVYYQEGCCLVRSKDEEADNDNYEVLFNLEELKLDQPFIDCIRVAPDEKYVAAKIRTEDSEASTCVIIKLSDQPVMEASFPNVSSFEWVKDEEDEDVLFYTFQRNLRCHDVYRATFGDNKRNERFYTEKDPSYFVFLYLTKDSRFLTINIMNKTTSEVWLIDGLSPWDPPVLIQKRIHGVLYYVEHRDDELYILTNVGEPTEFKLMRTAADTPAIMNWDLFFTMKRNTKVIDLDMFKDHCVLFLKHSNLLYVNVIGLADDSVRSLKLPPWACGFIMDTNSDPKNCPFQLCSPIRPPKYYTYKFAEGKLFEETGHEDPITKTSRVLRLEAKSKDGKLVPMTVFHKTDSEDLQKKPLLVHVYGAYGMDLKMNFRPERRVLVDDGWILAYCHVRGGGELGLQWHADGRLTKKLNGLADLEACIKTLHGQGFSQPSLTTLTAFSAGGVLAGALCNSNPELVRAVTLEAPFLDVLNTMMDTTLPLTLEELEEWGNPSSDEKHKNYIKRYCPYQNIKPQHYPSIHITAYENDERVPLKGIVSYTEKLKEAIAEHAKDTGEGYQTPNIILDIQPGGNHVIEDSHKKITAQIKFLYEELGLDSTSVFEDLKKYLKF
PP5 inh = PP5 phosphatase inhibitors, primary screen, biochemical, fluorescence; Serine/threonine-protein phosphatase 5 (Homo sapiens), P53041; 320,000 tested, 0.18% active; purified PP5c, OMFP substrate fluorescence; inhibition, % at 6.7 µM;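 active = inhibition above the campaign's mean inhibition across all tested compounds plus 3 SD, cut at about 9.5% in these data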;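 also: 0% = DMSO only and 100% = 100 µM cantharidin control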
PP1 inh = PP1-alpha phosphatase inhibitors, primary screen, counter-screen for PP5 inhibitor project, biochemical, fluorescence, OMFP substrate, single point | Serine/threonine-protein phosphatase PP1-alpha catalytic subunit (Homo sapiens), P62136 | purified PP1alpha | inhibition, % at 6.7 µM | 320,000 tested, 0.9% active | AID 2235, 2010;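 active = inhibition above the mean inhibition of all tested compounds plus 3 SD, computed separately for each screening campaign, cut at about 15% in these data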
EBNA-1 inhibitor = EBNA-1 DNA-binding inhibitors, primary screen, biochemical, fluorescence polarization | AID 1950, 2009 | inhibition, % at 14.8 µM | 300,000 tested, 0.34% active; in the data active = inhibition above about 28%
Fh CTSL1 inh = Fasciola hepatica cathepsin L1 inhibitors, primary screen, counter-screen for PFM18AAP inhibitor project, biochemical, QFRET, fluorogenic peptide substrate; recombinant F. hepatica cathepsin L1, Z-Leu-Arg-MCA fluorescence; inhibition, % at 5.96 µM; 300,000 tested, 0.49% active; AID 1906, 2009;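 active = inhibition above the mean of all tested compounds plus 3 SD, set per screening campaign, cut at about 17% in these data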;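 also: 0% = plate median of test compound wells and 100% = 1 µM Z-Phe-Ala-diazomethylketone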
ZTA DNA inh = ZTA (EBV) inhibition in EBNA-1 counter-screen; inhibition, % at 11 µM; ZTA-DNA binding, fluorescence polarization; AID 2234; 320,000 tested, 0.15% active; in the data active = inhibition above about 33%
Target sequence (P03206 whole entry, looked up): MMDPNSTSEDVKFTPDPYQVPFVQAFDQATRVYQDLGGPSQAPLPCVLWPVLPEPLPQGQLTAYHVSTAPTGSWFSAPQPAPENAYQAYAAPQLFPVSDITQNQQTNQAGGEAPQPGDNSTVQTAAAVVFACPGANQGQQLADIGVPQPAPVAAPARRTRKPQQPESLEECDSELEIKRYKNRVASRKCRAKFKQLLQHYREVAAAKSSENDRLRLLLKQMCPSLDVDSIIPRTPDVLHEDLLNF
TPT1 inh = Candida albicans TPT1 enzyme inhibitors, primary screen, biochemical, fluorescence polarization; recombinant caTPT1, FP RNA substrate dephosphorylation; 300,000 tested, 0.81% active; tRNA 2'-phosphotransferase TPT1 (Candida albicans SC5314); inhibition, % at 5 µM;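 active = inhibition above the mean of all tested compounds plus 3 SD, set per screening campaign, cut at about 24% in these data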;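 also: plate controls were DMSO alone for no effect and ferristatin control at 100 nM for full effect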
HCV core dimer = inhibitors of HCV core protein dimerization, primary screen, biochemical, TR-FRET, high-throughput; TR-FRET GST/Flag-core106 dimerization, 1536-well; inhibition, % at 5 µM; 300,000 tested, 0.33% active; AID 1899, 2009;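 active = inhibition above the mean of all tested compounds plus 3 SD, set per screening campaign, cut at about 45% in these data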
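assay system = GST-tagged and Flag-tagged HCV core protein residues 1-106 | controls = unlabelled core106 and no-GST-core106 wells | incubation = compound-protein-antibody incubation 4 h at 22.5 °C | probe or stimulus = Eu donor and XL665 acceptor anti-tag antibodies | read-out = % inhibition based on acceptor/donor emission ratio | signal = TR-FRET 671 and 617 nm emission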
Starred values were filed as active, the others as inactive. Not all compounds are listed; rates above refer to the full screens.

Screening Cc1nn(C(C)C(=O)NC2C(=O)N3C(C(=O)O)=C(CSc4nnnn4C)CSC23)cc1Cl (centres undefined) returned Efflux pump mplx 0.1, PREPL inh -4, PP5 inh -2.8, PP1 inh -4, EBNA-1 inhibitor -8, Fh CTSL1 inh -3, ZTA DNA inh 3, TPT1 inh -1 and HCV core dimer -4.
For CC(=O)OCC(OC(C)=O)C(OC(C)=O)C(OC(C)=O)C(=O)Nc1cccc(C)c1 (centres undefined) the results were Efflux pump mplx 0.1, PREPL inh -3, PP5 inh -0.1, PP1 inh -6, EBNA-1 inhibitor -3, Fh CTSL1 inh -3, ZTA DNA inh 7, TPT1 inh 3 and HCV core dimer -6.
`O=C(NC1CCCC1)C(c1ccc(F)cc1)N(C(=O)c1csnn1)C1CCCC1` (centres undefined) gave Efflux pump mplx -0.2, PREPL inh 1, PP5 inh 2.0, PP1 inh -5, EBNA-1 inhibitor 3, Fh CTSL1 inh 1, ZTA DNA inh 2, TPT1 inh -1 and HCV core dimer 7.
`COC(=O)c1ccc(C)c(NC(=O)CN(c2cc(OC)ccc2OC)S(C)(=O)=O)c1` gave Efflux pump mplx 0.1, PREPL inh -5, PP5 inh -0.2, PP1 inh -3, EBNA-1 inhibitor 2, Fh CTSL1 inh -6, ZTA DNA inh -1, TPT1 inh 4 and HCV core dimer -1.
`CCCOc1ccc(S(=O)(=O)Nc2ccccn2)c2ccccc12` gave Efflux pump mplx 0.0, PREPL inh -2, PP5 inh 0.5, PP1 inh -4, EBNA-1 inhibitor 14, Fh CTSL1 inh 3, ZTA DNA inh 8, TPT1 inh 2 and HCV core dimer 7.
COc1cccc(CNCCNC(=O)c2nonc2N)c1 was read as Efflux pump mplx -0.1, PREPL inh -4, PP5 inh -0.3, PP1 inh 1, EBNA-1 inhibitor 6, Fh CTSL1 inh 1, ZTA DNA inh -15, TPT1 inh 0 and HCV core dimer -2.
For CC1(C)CC(=O)C(C(=S)Nc2ccc(F)cc2)=C(NCCN2CCOCC2)C1 the results were Efflux pump mplx 0.3, PREPL inh 12, PP5 inh 3.4, PP1 inh 0, EBNA-1 inhibitor 2, Fh CTSL1 inh 1, ZTA DNA inh 0, TPT1 inh 3 and HCV core dimer -4.
Screening COc1ccc(NC(=O)COc2ccc(/C=C/c3cc[n+](C)cc3)cc2OC)cc1 returned Efflux pump mplx 0.0, PREPL inh 7, PP5 inh 3.9, PP1 inh 0, EBNA-1 inhibitor -7, Fh CTSL1 inh -1, ZTA DNA inh 12, TPT1 inh 3 and HCV core dimer -5.
`CCCCN1C(=O)CCC(C(=O)O)C1c1ccc(OC)cc1` (centres undefined) gave Efflux pump mplx 0.1, PREPL inh 11, PP5 inh -2.6, PP1 inh -5, EBNA-1 inhibitor 1, Fh CTSL1 inh 0, ZTA DNA inh 15, TPT1 inh -3 and HCV core dimer 3.
Screening CC(=O)Nc1ccc(C(=O)CSc2nnnn2C(C)C)cc1 returned Efflux pump mplx 0.0, PREPL inh -12, PP5 inh -1.0, PP1 inh -4, EBNA-1 inhibitor -16, Fh CTSL1 inh 0, ZTA DNA inh -10, TPT1 inh 3 and HCV core dimer 1.
For CCOC(=O)CN1C(=O)C(Sc2n[nH]c(-c3cccc(C)c3)n2)CCc2ccccc21 (centres undefined) the results were Efflux pump mplx 0.2, PREPL inh 6, PP5 inh 5.1, PP1 inh 5, EBNA-1 inhibitor 8, Fh CTSL1 inh 5, ZTA DNA inh -3, TPT1 inh 1 and HCV core dimer -5.
`O=C(CSc1ccc2ccccc2n1)N1CCC(c2noc3ccc(F)cc23)CC1` gave Efflux pump mplx 0.2, PREPL inh -85, PP5 inh 3.8, PP1 inh 7, EBNA-1 inhibitor 4, Fh CTSL1 inh 2, ZTA DNA inh 2, TPT1 inh 0 and HCV core dimer 13.
Screening Cc1cccc(N(Cc2ccccc2)C(=O)C2CCN(C(=O)c3ccccc3C)CC2)c1 returned Efflux pump mplx 0.2, PREPL inh 17, PP5 inh 3.2, PP1 inh 2 and ZTA DNA inh -4.
For CC(C)(C)NC(=O)NC(=O)COC(=O)Cc1c(Cl)cccc1Cl the results were Efflux pump mplx -0.1, PREPL inh 14, PP5 inh 2.5, PP1 inh -1, EBNA-1 inhibitor -11, Fh CTSL1 inh -4, ZTA DNA inh -17, TPT1 inh -2 and HCV core dimer -3.
`CN(c1ccccc1)c1nc(-n2ccnc2)nc(-n2ccnc2)n1` gave Efflux pump mplx 0.1, PREPL inh 6, PP5 inh 2.1, PP1 inh 2, EBNA-1 inhibitor -5, Fh CTSL1 inh -3, ZTA DNA inh -4, TPT1 inh 3 and HCV core dimer 10.
Cc1cc(C)c(C)c(OCC(=O)NCc2nc(-c3ccccc3)no2)c1 was read as Efflux pump mplx -0.1, PREPL inh -8, PP5 inh 4.7, PP1 inh 1, EBNA-1 inhibitor -11, Fh CTSL1 inh 3, ZTA DNA inh 6, TPT1 inh 1 and HCV core dimer -3.
CC1CN(Cc2c(O)ccc3c(=O)c(-c4ccccc4Cl)coc23)CC(C)O1 (centres undefined) was read as Efflux pump mplx 0.3, PREPL inh 6, PP5 inh -1.0, PP1 inh 2, EBNA-1 inhibitor -1, Fh CTSL1 inh 7, ZTA DNA inh 3, TPT1 inh 2 and HCV core dimer 0.
Screening Cc1nc(NCc2ccco2)nc2c1C(=O)CC(C)C2 (centres undefined) returned Efflux pump mplx 0.0, PREPL inh -1, PP5 inh -1.6, PP1 inh -1, EBNA-1 inhibitor 4, Fh CTSL1 inh -2, ZTA DNA inh -3, TPT1 inh -1 and HCV core dimer -5.
`CN1CCN(C(=O)/C=C/c2ccccc2)CC1` gave Efflux pump mplx 0.1, PREPL inh -9, PP5 inh 4.8, PP1 inh -3, EBNA-1 inhibitor -1, Fh CTSL1 inh -2, ZTA DNA inh 0, TPT1 inh -1 and HCV core dimer -7.
For CCC(=O)N1CCN(c2cc(N3CCN(C)CC3)c(F)cc2[N+](=O)[O-])CC1 the results were Efflux pump mplx 0.1, PREPL inh -2, PP5 inh 1.4, PP1 inh -4, EBNA-1 inhibitor -9, Fh CTSL1 inh -3, ZTA DNA inh -3, TPT1 inh -2 and HCV core dimer -2.

Next part (2 carried over from the part before).
`CN1CCN(C(=O)/C=C/c2ccccc2)CC1` gave Efflux pump mplx 0.1, PREPL inh -9, PP5 inh 4.8, PP1 inh -3, EBNA-1 inhibitor -1, Fh CTSL1 inh -2, ZTA DNA inh 0, TPT1 inh -1 and HCV core dimer -7.
For CCC(=O)N1CCN(c2cc(N3CCN(C)CC3)c(F)cc2[N+](=O)[O-])CC1 the results were Efflux pump mplx 0.1, PREPL inh -2, PP5 inh 1.4, PP1 inh -4, EBNA-1 inhibitor -9, Fh CTSL1 inh -3, ZTA DNA inh -3, TPT1 inh -2 and HCV core dimer -2.
Screening Cc1cccn2c(/C=N/OCc3cccc(F)c3)c(-c3ccc(Cl)cc3)nc12 returned Efflux pump mplx -0.1, PREPL inh 9, PP5 inh 2.0, PP1 inh 4, EBNA-1 inhibitor 2, Fh CTSL1 inh 3, ZTA DNA inh 16, TPT1 inh 1 and HCV core dimer -1.
`O=C(NNC(=O)c1cc(Cl)ccc1[N+](=O)[O-])c1csc(N2CCOCC2)n1` gave Efflux pump mplx 0.0, PREPL inh -2, PP5 inh -2.5, PP1 inh -5, EBNA-1 inhibitor -1, Fh CTSL1 inh 2, ZTA DNA inh 16, TPT1 inh 1 and HCV core dimer 2.
`CCOc1ccc(C2=NNC(c3cccs3)=Nc3ccc(OC)cc32)cc1OCC` gave Efflux pump mplx 0.1, PREPL inh -1, PP5 inh 1.9, PP1 inh -1, EBNA-1 inhibitor -8, Fh CTSL1 inh 0, ZTA DNA inh 11, TPT1 inh -2 and HCV core dimer 10.
COc1ccc(C(=O)CSc2nnc(-c3ccc(S(=O)(=O)N4CCOCC4)cc3)o2)cc1 was read as Efflux pump mplx 0.1, PREPL inh -7, PP5 inh 2.1, PP1 inh -1, EBNA-1 inhibitor -5, Fh CTSL1 inh -2, ZTA DNA inh 14, TPT1 inh -2 and HCV core dimer 11.
Screening COc1ccc(S(=O)(=O)N2CCCOC2CNC(=O)C(=O)NCCc2ccco2)cc1OC (centres undefined) returned Efflux pump mplx 0.0, PREPL inh 1, PP5 inh 2.6, PP1 inh -2, EBNA-1 inhibitor 11, Fh CTSL1 inh 2, ZTA DNA inh 4, TPT1 inh 1 and HCV core dimer -9.
CCOC(=O)COc1cc2c3c(c(=O)oc2cc1C)CCCC3 was read as Efflux pump mplx -0.1, PREPL inh -8, PP5 inh 2.8, PP1 inh -2, EBNA-1 inhibitor -8, Fh CTSL1 inh 1, ZTA DNA inh -10, TPT1 inh -2 and HCV core dimer 5.
For CCOC(=O)CSc1ncc(-c2cccc(Cl)c2)cn1 the results were Efflux pump mplx -0.3, PREPL inh 5, PP5 inh 0.0, PP1 inh -1, EBNA-1 inhibitor 7, Fh CTSL1 inh 0, ZTA DNA inh 8, TPT1 inh -3 and HCV core dimer 6.
For NC(N)=NS(=O)(=O)c1ccc(NC(=S)NC(=O)c2ccc3c(c2)OCO3)cc1 the results were Efflux pump mplx 0.0, PREPL inh -7, PP5 inh 0.0, PP1 inh -1, EBNA-1 inhibitor -7, Fh CTSL1 inh 3, ZTA DNA inh -1, TPT1 inh -2 and HCV core dimer 2.
For O=c1cc(CSCc2ccc(Cl)cc2)[nH]c(=O)[nH]1 the results were Efflux pump mplx 0.0, PREPL inh -8, PP5 inh 1.1, PP1 inh -1, EBNA-1 inhibitor 4, Fh CTSL1 inh -4, ZTA DNA inh -4, TPT1 inh -1 and HCV core dimer -3.
Screening CCOc1ccc(/C=N/NC(=O)c2cc3ccccc3cc2OC)cc1 returned Efflux pump mplx -0.1, PREPL inh 1, PP5 inh -1.0, PP1 inh 4, EBNA-1 inhibitor -2, Fh CTSL1 inh 2, ZTA DNA inh -3, TPT1 inh 0 and HCV core dimer 8.
Screening COc1ccc(CNS(=O)(=O)NCc2ccccc2)cc1OC returned Efflux pump mplx 0.8, PREPL inh 2, PP5 inh -3.5, PP1 inh -3, EBNA-1 inhibitor 12, Fh CTSL1 inh -1, ZTA DNA inh 9, TPT1 inh -1 and HCV core dimer 15.
O=C(CCCN1C(=O)CCC1=O)Nc1ccc2c(c1)OCCO2 was read as Efflux pump mplx 0.0, PREPL inh 9, PP5 inh 1.9, PP1 inh 2, EBNA-1 inhibitor -2, Fh CTSL1 inh -3, ZTA DNA inh 20, TPT1 inh -4 and HCV core dimer 4.
COc1ccc(OCc2cccc(C(=O)Nc3ccc(CN4CCCCC4)cc3)c2)cc1 was read as Efflux pump mplx 0.2, PREPL inh -16, PP5 inh 2.9, PP1 inh -1, EBNA-1 inhibitor -7, Fh CTSL1 inh 5, ZTA DNA inh -19, TPT1 inh -4 and HCV core dimer -6.
For COc1ccc(-c2nnc(SCC(=O)N3CCCC3)o2)cc1OC the results were Efflux pump mplx 0.1, PREPL inh -1, PP5 inh -0.3, PP1 inh 2, EBNA-1 inhibitor -7, Fh CTSL1 inh 5, ZTA DNA inh -3, TPT1 inh 1 and HCV core dimer -1.
For O=C(CSc1c2c(nc3cc(Cl)ccc13)CCCC2)NCc1ccco1 the results were Efflux pump mplx -0.1, PREPL inh -7, PP5 inh 3.2, PP1 inh 5, EBNA-1 inhibitor -12, Fh CTSL1 inh 1, ZTA DNA inh -11, TPT1 inh 0 and HCV core dimer 9.
